Screens deposited in PubChem by several laboratories.
CHRM4 agonist: agonists of human muscarinic M4 receptor (CHRM4). CHO-K1 hM4/Gqi5, Fluo-8 calcium fluorescence; vehicle 0%, full acetylcholine response 100%. activation, % at 3 µM. actives 0.14% (n = 360,000);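 active = activation above the run mean over all test wells plus 3 SD, cut at about 32% in these data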;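 also: peak over basal fluorescence ratio per well then scaled between controls; 0% = DMSO wells and 100% = acetylcholine at EC100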
Target sequence (P08173 whole entry, looked up): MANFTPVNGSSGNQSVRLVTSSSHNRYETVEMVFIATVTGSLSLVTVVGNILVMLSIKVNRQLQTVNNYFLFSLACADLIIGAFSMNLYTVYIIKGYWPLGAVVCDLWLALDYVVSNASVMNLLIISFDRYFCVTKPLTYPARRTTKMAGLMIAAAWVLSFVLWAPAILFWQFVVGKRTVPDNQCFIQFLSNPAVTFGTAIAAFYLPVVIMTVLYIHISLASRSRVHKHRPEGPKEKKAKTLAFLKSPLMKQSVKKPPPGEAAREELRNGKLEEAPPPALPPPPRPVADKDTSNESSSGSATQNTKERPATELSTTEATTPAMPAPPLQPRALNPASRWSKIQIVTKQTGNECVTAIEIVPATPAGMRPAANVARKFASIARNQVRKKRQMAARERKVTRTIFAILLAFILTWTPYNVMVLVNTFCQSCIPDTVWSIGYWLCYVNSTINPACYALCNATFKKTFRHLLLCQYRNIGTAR
CRFR2-BP ag: agonists of human CRF-binding protein/CRF-R2 receptor complex | HEK293 CRF-R2/CRF-BP, calcium dye fluorescence (FLIPR); percent of saturating CRF peptide response | activation, % at 13.2 µM | actives 0.46% (n = 350,000);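 active = activation of at least 50%, plus an integration ratio under a set limit after plate pattern correction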;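 also: plate controls were neutral control wells without compound for no effect and CRF at EC100 for full effect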
IDE inh: inhibitors of human insulin-degrading enzyme in cells. actives 0.41% (n = 320,000). inhibition, % at 5.59 µM. AID 434962. HEK cells, FAbetaB cleavage, fluorescence polarization;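 active = percent inhibition above the average of all tested compounds plus 3 SD, set per screening campaign, cut at about 16% in these data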;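 also: IDE supplied by intact live HEK cells; FP after avidin binding of uncleaved biotin substrate so inhibition keeps polarization high; 0% = DMSO wells and 100% = 60 µM reference IDE inhibitor Ii1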
M4 PAM: CHRM4 positive allosteric modulation; P08173; CHO-K1 hM4/Gqi5, Fluo-8 calcium fluorescence, ACh EC20; 0% = ACh EC20, 100% = maximal ACh; activation, % at 3 µM; actives 0.4% (n = 360,000); AID 624126;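 active = activation above its plate's cutoff, the mean activation of sample wells plus 3 SD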; also: some results filed as inactive read as strong as hits
M5 antag: blocks acetylcholine activation of human M5 receptor. inhibition, % at 3 µM. actives 0.59% (n = 360,000). CHO-hM5 cells, Fluo-8 calcium fluorescence, ACh EC80;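 active = inhibition above a per-plate cutoff, the mean of that plate's test compounds plus 3 SD, cut at about 27% in these data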;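 also: 0% = acetylcholine EC80 with DMSO and 100% = DMSO without agonist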
Target sequence (P08912 whole entry, looked up): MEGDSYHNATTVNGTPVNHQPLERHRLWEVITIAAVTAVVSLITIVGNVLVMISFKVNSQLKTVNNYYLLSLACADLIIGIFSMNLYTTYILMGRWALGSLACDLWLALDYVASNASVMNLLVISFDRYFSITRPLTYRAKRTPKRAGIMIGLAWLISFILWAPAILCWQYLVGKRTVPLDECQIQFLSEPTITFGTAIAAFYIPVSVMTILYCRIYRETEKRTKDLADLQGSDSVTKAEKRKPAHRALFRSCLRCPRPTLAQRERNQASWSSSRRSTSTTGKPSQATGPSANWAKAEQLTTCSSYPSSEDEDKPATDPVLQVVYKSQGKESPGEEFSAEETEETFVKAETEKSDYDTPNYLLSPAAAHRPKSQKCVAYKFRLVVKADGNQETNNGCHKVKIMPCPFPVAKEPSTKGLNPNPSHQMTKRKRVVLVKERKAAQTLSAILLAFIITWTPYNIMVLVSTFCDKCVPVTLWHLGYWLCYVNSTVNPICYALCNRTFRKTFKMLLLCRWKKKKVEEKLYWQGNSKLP
CHRM5 PAM: positive allosteric modulators of human muscarinic M5 receptor; P08912; CHO-K1 hM5, Fluo-8 calcium, ACh EC20 PAM; 0% = ACh EC20, 100% = ACh EC100; activation, % at 3 µM; actives 0.3% (n = 360,000); AID 624038;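 active = activation above the run cutoff, the mean activation of all test compounds plus 3 SD, cut at about 18% in these data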
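Assay system – human M5 receptor in CHO-K1 cells · Read-out – % activation, ACh-normalized · Technique – Fluo-8 calcium fluorescence · Dosing – single-point, 3 µM nominal · Incubation – Fluo-8 loading 80 min at 37 °C plus 30 min room temperature · Repeats – singlicate, one well per test compound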
M4 antag: blocks acetylcholine activation of human M4 receptor; actives 0.73% (n = 360,000); CHO-hM4 cells, ACh EC80, Fluo-8 calcium fluorescence; inhibition, % at 3 µM; AID 624125;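 active = inhibition above its plate's cutoff, the mean inhibition of sample wells plus 3 SD, cut at about 27% in these data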;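 also: 0% = acetylcholine EC80 with DMSO and 100% = DMSO without agonist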
CHRM5 agonist: agonists of human muscarinic M5 receptor (CHRM5) | activation, % at 3 µM | actives 0.19% (n = 360,000) | P08912 | CHO-K1 hM5 cells, Fluo-8 calcium fluorescence; 0% DMSO wells, 100% maximal acetylcholine response | AID 624037;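 active = activation above the run's mean over test compounds plus 3 SD, cut at about 23% in these data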;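 also: signal is peak over basal fluorescence ratio across the kinetic read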
CRFR2-BP antag: blocks CRF-induced signaling of the CRF-BP/CRF-R2 complex; HEK293 CRF-R2/CRF-BP, CRF-induced calcium fluorescence; inhibition, % at 11.8 µM; AID 588475; actives 0.59% (n = 350,000);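 active = inhibition of the ligand-induced calcium signal above about 50% at the single tested concentration, limit read from the data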
* marks the source's active call; other numbers are inactive results; / = no result given.

SMILES	CHRM4 agonist	CRFR2-BP ag	IDE inh	M4 PAM	M5 antag	CHRM5 PAM	M4 antag	CHRM5 agonist	CRFR2-BP antag
CCOC(=O)C(NCc1ccccc1)(NC(=O)c1ccccc1)C(F)(F)F (stereo unspecified)	0	0.2	2	5	-8	-6	-6	-2	-8
COc1cccc(CNc2nc3nc(C)c(Cl)c(=O)n3[nH]2)c1	0	-0.3	3	-8	1	-1	5	2	6
CN(CC(=O)Nc1cccc(F)c1)C(=O)c1cc(-c2ccccc2)nc2ccccc12	21	4.8	12	-5	18	-24	8	-1	-15
CCCCCCN1C[C@H](n2cc(-c3ccc(F)cc3)nn2)[C@@H](O)C[C@@H]1c1ccccc1	0	-0.9	/	2	-5	4	-7	1	1
N#Cc1ccccc1Sc1ccccc1C(=O)OCc1nnc(-c2ccccc2)o1	5	10	0	-10	8	-44	5	-1	-3
CCCCNC(=O)C1c2ccccc2OCC(=O)N1Cc1ccccn1 (stereo unspecified)	-1	/	/	2	12	-7	-7	1	/
Cc1ccc(C(O)c2ncc(-c3ccccc3)[nH]2)c(C)c1 (stereo unspecified)	1	/	/	-3	-3	-4	3	1	/
Nc1nc(CSc2n[nH]c(-c3ccccc3)n2)nc(Nc2ccccc2)n1	12	-1.7	4	-3	15	12	16	4	-5
COc1ccc(NC(=O)Cn2cc(C#N)c3ccccc32)cc1	2	-0.6	3	0	10	6	3	0	-4
N#C/C(=C\c1cccs1)Sc1nc2ccccc2s1	0	2.1	1	-6	-3	-6	4	-8	1
CN1CC[C@@H]2C(=O)N3CCc4ccc(Br)cc4[C@@H]3C[C@@H]21	0	0.6	/	0	-10	1	-4	0	5
Cc1c(Cl)cccc1NC(=O)Nc1c(C)n(C)n(-c2ccccc2)c1=O	0	-3.2	-6	-4	6	-2	15	-2	1

In the list so far, 5 have a carbonyl joined to an NH by a bond outside any ring.
SMILES	CHRM4 agonist	CRFR2-BP ag	IDE inh	M4 PAM	M5 antag	CHRM5 PAM	M4 antag	CHRM5 agonist	CRFR2-BP antag
CCOC(=O)C(NCc1ccccc1)(NC(=O)c1ccccc1)C(F)(F)F (stereo unspecified)	0	0.2	2	5	-8	-6	-6	-2	-8
CN(CC(=O)Nc1cccc(F)c1)C(=O)c1cc(-c2ccccc2)nc2ccccc12	21	4.8	12	-5	18	-24	8	-1	-15
CCCCNC(=O)C1c2ccccc2OCC(=O)N1Cc1ccccn1 (stereo unspecified)	-1	/	/	2	12	-7	-7	1	/
COc1ccc(NC(=O)Cn2cc(C#N)c3ccccc32)cc1	2	-0.6	3	0	10	6	3	0	-4
Cc1c(Cl)cccc1NC(=O)Nc1c(C)n(C)n(-c2ccccc2)c1=O	0	-3.2	-6	-4	6	-2	15	-2	1

Additional compounds follow.
SMILES	CHRM4 agonist	CRFR2-BP ag	IDE inh	M4 PAM	M5 antag	CHRM5 PAM	M4 antag	CHRM5 agonist	CRFR2-BP antag
Cn1ccc2c(-c3ccc(C(N)=O)cc3)cc3c(c21)C1CCC3O1 (stereo unspecified)	-3	/	/	-4	8	-9	1	-2	/
CSc1nnc2c(n1)OC(C)=Nc1ccccc1-2	1	0.0	-3	3	-2	1	2	1	6
CCCCN1C(=O)C(CC(=O)NCCCCc2ccccc2)CC(C(=O)N2CCCCCC2)=C1C (stereo unspecified)	6	/	/	-2	-2	-8	-18	1	/
C[C@@H]1CN([C@@H](C)CO)C(=O)CCCn2nncc2CO[C@H]1CN(C)C(=O)Nc1ccc(N2CCCCC2)cc1	0	-0.6	/	3	14	0	-4	0	7
O=C1CCc2cc(S(=O)(=O)Nc3ccccc3Cl)ccc2N1	2	0.1	2	-3	-1	-7	-3	3	4
C#CCNC(=O)c1cc2sccc2n1C	0	0.6	9	-1	2	5	2	1	0
O=C(CCN1C(=O)c2ccccc2S1(=O)=O)Nc1ccccc1O	3	0.6	3	3	4	-3	0	0	-15
Cc1ccc(C(=O)Nc2ccc(N3CCN(C)CC3)nc2)cc1	1	4.2	2	0	3	8	0	0	-8
Cc1cccc(C2=NN(c3ccccc3)[C@@H](C(=O)N3CCOC3=O)[C@@H]2C)c1	0	-0.2	/	2	2	1	-13	1	0
COc1ccc(Cc2nc3ccc(C(=O)NCCc4cccc(C)n4)cc3o2)cc1	7	-0.8	-2	-2	6	-3	2	0	8
COC(=O)C1NN=C(C(=O)c2ccc(Cl)cc2)C1c1ccc(OC)cc1 (stereo unspecified)	7	-0.8	4	-20	8	-10	13	-2	5
COc1ccc(C(=O)/C=C/c2cccnc2)c(OC)c1	1	1.1	-4	-1	8	1	-9	-1	4
Cc1ccc(C(=O)COC(=O)CNC(=O)c2ccco2)cc1	0	0.1	7	-8	2	-5	5	-2	26
COc1ccc(C(=O)OCc2c(-c3cccc(OC)c3)ncc3ccccc23)cc1	1	8.7	1	-11	14	-8	7	2	5
Cc1ccc(Nc2nc(OC(C(F)(F)F)C(F)(F)F)nc(N3CCOCC3)n2)cc1	-2	0.0	0	-1	-12	-3	-2	-7	-37
C=CCNC(=S)NNC(=O)COc1cccc(Cl)c1	0	-4.6	-2	5	0	4	8	0	-18
COc1ccc(OC)c(CNc2ccc([N+](=O)[O-])cc2C)c1	-1	0.0	-2	-1	7	-4	-3	-10	19
C[C@H](NC(=O)C1CC(=O)N(c2ccc3c(c2)OCCO3)C1)C(=O)N1CCCCC1 (stereo partly specified)	1	1.7	4	9	-13	12	1	1	6
COc1ccc(F)c(CN2CCCC(CO)(Cc3cccc(Cl)c3)C2)c1 (stereo unspecified)	0	5.5	0	-5	-3	-2	22	-1	-21
CCOc1ccc(NC(=O)COc2ccc(-n3cnnn3)cc2)cc1	2	-0.1	3	2	5	-3	-6	2	19
NNC(=O)c1cncc(Br)c1	2	-0.8	5	-1	-7	6	-2	4	19
O=C(NCc1ccco1)c1ccc2c(c1)N(Cc1ccccc1)C(=O)CS2	3	-4.6	-3	-16	3	-12	20	-6	15
CN1CCN(CC(=O)Nc2ccccc2Oc2ccccc2)CC1	0	3.1	0	0	5	-2	1	-17	2
COc1ccc(C)cc1NC(=O)COCC(=O)O	1	2.7	0	-1	-4	-3	4	3	-6
C/C=C/c1cccc(-c2nc(C(=O)NC3CCCC3)cc3c2[C@@H](CCO)N(S(=O)C(C)(C)C)C3)c1 (stereo partly specified)	5	/	/	-8	-10	4	-5	3	/
CC(=O)n1cc(N(C(=O)CCl)c2ccc([N+](=O)[O-])cc2)c2ccccc21	4	1.3	0	-1	14	-8	10	7	-6
NC(=O)Nc1ccc(C(=O)OCC(=O)c2c[nH]c3ccccc23)cc1	9	4.2	7	5	2	-12	0	1	-4
COc1ccc(NC(=O)CSC2=NCCN2)cc1	2	1.1	-1	5	3	8	-4	-2	-6
Cc1ccc(N=C2C(=O)Nc3ccccc32)cc1	3	-1.4	2	7	-4	4	-7	-2	1
CCC(CO)Nc1ncnc2c1cnn2-c1ccc(OC)cc1 (stereo unspecified)	15	-1.9	5	-3	-4	-13	-12	4	-1
CC(=O)N(C1=C(O)c2ccccc2C(=O)C1=O)C1CCCCC1	-1	0.4	0	7	-4	4	8	3	4
CC(C)CSc1nc2ccccc2n1CC(N)=O	3	-1.2	-4	5	-1	2	6	1	-1
COc1ccc(S(=O)(=O)NCCc2c(C)nn(C)c2Oc2ccccc2)cc1	8	0.5	2	0	4	-14	1	2	-13
COc1ccc(N(CC(=O)NC(C)(C)C)C(=O)CCC(=O)Nc2nccs2)c(OC)c1	0	7.1	5	-4	15	1	-2	-3	6
Fc1ccc(-c2n[nH]c(=S)n2CC2CCCO2)cc1 (stereo unspecified)	0	-0.2	2	2	-7	7	-14	-10	-4
CC(=O)N1c2ccc(S(=O)(=O)N3CCCC3)cc2CC1C(=O)Nc1cc(C)cc(C)c1 (stereo unspecified)	13	-1.4	13	-2	-2	-7	-15	0	7
CC(C)c1ccc(Nc2ncccc2C(=O)O)cc1	1	-1.8	-1	1	-10	3	-8	0	6
COc1ccccc1N1CCNC(C)C1=O (stereo unspecified)	0	6.0	2	14*	-1	8	-6	-2	-10
Cc1cccc(C)c1-n1nnnc1C1(C)CCC(=O)N1CCCN1CCOCC1 (stereo unspecified)	0	/	/	2	-5	3	0	-1	/
Cc1cc(/C=C2/NC(=S)NC2=O)c(C)n1-c1cccnc1	0	5.5	1	-2	15	-11	1	-2	3
CCOC(=O)c1ccc(NC(=O)c2cc(S(=O)(=O)N3CCOCC3)ccc2O)cc1	0	0.0	5	6	-1	-2	-1	5	4
CC1=CC(C)(C)N(C(=O)CSc2nnc(N)s2)c2cc(C)c(C)cc21	-1	-0.3	3	-4	-3	3	-1	-1	-27
C=CCN(c1ccccc1Cl)S(=O)(=O)c1cccc(C(=O)NCCc2ccc(OC)cc2)c1	8	-0.5	3	-17	24	-21	12	1	23
Fc1ccccc1NC(=S)NCc1ccccc1	1	-0.3	5	-1	8	3	-17	-9	17
CC(=O)NC(c1ccccc1)c1nc(-c2csc3ccccc23)cs1 (stereo unspecified)	2	/	/	4	8	-3	-1	0	/
COc1ccc(CCNC(=O)C(=O)Nc2ccc3nc4n(c(=O)c3c2)CCCCC4)cc1OC	7	-1.1	3	-3	9	-6	-1	4	-14
Cc1ccccc1OCC(=O)Nc1nnc(-c2ccncc2)s1	2	2.6	2	3	6	0	-13	3	-12
CCNC(=S)N(CCc1c(C)[nH]c2ccccc12)Cc1cccnc1	3	-0.7	5	-4	8	-9	7	-4	5
Cc1cc(C)nc(N/N=C2/CCSc3ccc(F)cc32)n1	0	-0.5	-3	-7	-11	3	13	-2	6
C[C@H](CO)N1C[C@H](C)[C@H](CN(C)C(=O)Nc2cccc(Oc3ccccn3)c2)OCc2cnnn2CCCC1=O	1	0.3	/	1	-6	3	-18	-1	-8
Nc1nnc(-c2cccc([N+](=O)[O-])c2)s1	9	-2.4	3	-4	8	-2	-2	0	17
CN(c1ccc(OCC(=O)OCC(=O)c2c(N)n(C)c(=O)n(C)c2=O)cc1)S(=O)(=O)c1ccc2ccccc2c1	24	4.6	6	-12	14	-14	16	4	-16
COc1cccc(C2=CC(c3ccccc3)n3nnnc3N2)c1 (stereo unspecified)	1	1.1	-1	5	-1	2	-12	0	-27
COc1cc(/C=C/C(=O)Nc2cccnc2)cc(OC)c1OC	3	0.1	-1	-8	14	-8	8	-4	15
O=C(NCCc1ccccn1)c1ccc(OC(F)F)cc1	0	0.4	-2	-1	9	1	1	4	16
CSc1nsc(SC)c1NC(=O)Nc1ccccn1	1	-1.9	-3	4	-2	-8	-17	-4	-10
CCCCOc1ccc(/C(N)=N/O)cc1	-1	-1.5	4	8	-5	6	-1	1	24
COc1ccc(-c2cc(C(=O)NCc3ccco3)c3ccccc3n2)cc1	9	0.0	3	-6	-1	-1	-16	0	4
COc1ccc(-c2noc(CN3CCN(C(=O)c4cccs4)CC3)n2)c(OC)c1OC	2	-1.2	5	-2	12	-4	-3	-4	-1
CCOC(=O)C1(CCC(C)C)CC(CSc2nc3ccccc3[nH]2)OC1=O (stereo unspecified)	9	0.3	-3	-11	11	-7	3	0	14
COc1ccc(NC(=O)N(C)C[C@H]2Oc3ccc(NS(=O)(=O)c4ccccc4)cc3C(=O)N([C@H](C)CO)C[C@@H]2C)cc1	1	1.2	/	13	4	16	-2	-3	-5
